Compound activity deposited in PubChem by several laboratories.
NS5 inhibitors = flavivirus cap methylation enzyme inhibition – biochemical, confirmation dose response, primary screen (AID 588689) | Dengue-2 NS5 methyltransferase capping enzyme assay, biochemical; higher % means a stronger effect | inhibition, % at 25 µM, or IC50 in µM where a hit was titrated | actives 0.3% (n = 340,000); in the data active = a potency from the dose series; inconclusive = inhibition above about 29% without an active follow-up result
West Nile virus CPE = West Nile virus antiviral activity, cell-based, CPE readout (AID 1621). West Nile virus-infected cells, CPE inhibition; higher % means a stronger effect. CPE inhibition, % at 10 µM, or IC50 in µM where a hit was titrated. actives 0.02% (n = 290,000); in the data active = a potency from the dose series; inconclusive = CPE inhibition mostly from about 3.7% at the one dose, without a potency; inactive = the rest, 99 in 100 with CPE inhibition below about 2.2%; note: strong numbers were not always called active
NTR1 ag = NTR1-driven beta-arrestin-GFP spot formation – imaging, U2OS cells, high content, primary screen (AID 493036); agonist mode; activation, % at 20 µM; actives 0.17% (n = 330,000);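 active = activation at or above 40% of the spot to cytoplasm intensity ratio, with at least 20 cells analyzed; inconclusive = wells under 20 cells, flagged as cytotoxic or low count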;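 note: 0% = DMSO without peptide and 100% = 100 nM NTR1 peptide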
Target sequence (P30989 whole entry, looked up): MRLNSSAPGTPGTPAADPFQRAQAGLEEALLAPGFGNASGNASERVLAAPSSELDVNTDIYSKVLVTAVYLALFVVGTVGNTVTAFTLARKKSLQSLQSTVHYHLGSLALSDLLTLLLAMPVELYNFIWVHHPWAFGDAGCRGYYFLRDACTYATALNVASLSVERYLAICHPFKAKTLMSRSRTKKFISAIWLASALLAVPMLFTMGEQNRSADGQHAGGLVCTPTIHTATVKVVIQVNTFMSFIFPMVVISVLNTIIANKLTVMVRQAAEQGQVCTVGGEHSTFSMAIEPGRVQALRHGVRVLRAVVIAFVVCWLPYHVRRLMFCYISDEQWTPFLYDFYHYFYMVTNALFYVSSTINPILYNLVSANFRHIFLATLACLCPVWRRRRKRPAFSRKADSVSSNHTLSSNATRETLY
K1F lysis inhibition = inhibition of K1F phage lysis, E. coli UTI89, bacterial capsule biogenesis inhibitors, alamar blue (AID 488966); E. coli UTI89 K1F phage lysis, alamar blue, 2 h; higher % means a stronger effect; one-dose inhibition, % at 100 µM; IC50 in µM for titrated hits; actives 0.02% (n = 340,000);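 active = phage lysis inhibition, versus mean bacterial control, above a set limit; inconclusive = no clear call, values can overlap the other calls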;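 note: capsule biogenesis inhibitors block K1F phage lysis so surviving cells raise fluorescence; higher fluorescence means more inhibition of phage lysis; actives were called in the ten point dose series up to 300 µM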
RSV CPE inhibition = RSV antiviral activity via CPE protection, HEp-2 cells, primary 10 µM value included (AID 2391); HEp-2 cells, RSV-induced CPE inhibition; higher % means a stronger effect; CPE inhibition, % at 10 µM, or IC50 in µM where a hit was titrated; actives 0.13% (n = 310,000); in the data active = a potency from the dose series; inconclusive = CPE inhibition mostly from about 23% at the one dose, without a potency; inactive = the rest, 99 in 100 with CPE inhibition below about 21%; note: strong numbers were not always called active
SV40 large T antigen = TAg ATPase/helicase activity blockers – biochemical (AID 1903); SV40 large T antigen ATPase/helicase inhibition assay; higher % means a stronger effect; inhibition, % at 20 µM, or IC50 in µM where a hit was titrated; actives 0.39% (n = 310,000); in the data active = a potency from the dose series; inconclusive = inhibition mostly from about 32% at the one dose, without a potency; inactive = the rest, 99 in 100 with inhibition below about 32%; note: strong numbers were not always called active
Siah-1 displacement = Siah-1 peptide-binding antagonists, primary screen, biochemical, fluorescence polarization, rhodamine-plectin, uHTS (AID 1817); Siah-1 / rhodamine-plectin peptide fluorescence polarization; higher % means a stronger effect; displacement, % at 20 µM, or IC50 in µM where a hit was titrated; actives 0.02% (n = 290,000);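 active = displacement of at least 50% at 20 µM, with a fluorescence ratio check between 0.3 and a set limit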;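 note: plate controls were Siah plus tracer with DMSO for no effect and tracer alone without Siah for full effect; strong numbers were not always called active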
MgcRacGAP inhibition = MgcRacGAP GTPase-activating activity inhibitors, confirmation, biochemical, ADP Hunter fluorescence; MgcRacGAP-stimulated Rac1 GTP hydrolysis, ADP Hunter fluorescence; higher % means a stronger effect; GST-tagged Rac1 F28L mutant substrate; one-dose inhibition, % at 30 µM; IC50 in µM for titrated hits; actives 0.6% (n = 340,000); AID 624330;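 active = first-screen hits whose inhibition reached a set limit at any dose in the follow-up dose series; inconclusive = inhibition above the set first-screen limit but never retested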;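 note: fluorescence reports GDP produced by GAP-driven GTP hydrolysis; strong numbers were not always called active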
AID2073 = inhibitors of Mint1-CaV2.2 protein interaction, biochemical, HTRF (AID 2073); HTRF protein-protein interaction, Mint1-CaV2.2; higher % means a stronger effect; one-dose inhibition, % at 20 µM; IC50 in µM for titrated hits; actives 0.19% (n = 290,000); in the data active = inhibition mostly above about 51%, no sharp cut-off; inconclusive = no clear call, values can overlap the other calls; inactive = mostly below about 53%; note: some results filed as inactive read as strong as hits
NTR1 ag cell count 20 µM = further read-out of NTR1 ag, marked with its call; cell count; measured here: cell count, cytotoxicity flag
NS5 inhibitors pilot replicate = second read-out of NS5 inhibitors, no call of its own (marks repeat the call); inhibition, %; measured here: pilot screen replicate inhibition
* = called active by the depositor; ? = inconclusive; nt = not tested or not shown; [ ] = dose if it differs, or a comment.

SMILES	NS5 inhibitors	West Nile virus CPE	NTR1 ag	NTR1 ag cell count 20 µM	K1F lysis inhibition	RSV CPE inhibition	SV40 large T antigen	Siah-1 displacement	MgcRacGAP inhibition	AID2073	others
COc1ccc(N2CC(C(=O)Nc3nc4ccc(F)cc4s3)CC2=O)c(OC)c1 (stereo not drawn)	2%	-0.1%	-1.6	53	-0.2%	3.3%	7%	-4%	11%	5%
CC(=O)Nc1ccc(S(=O)(=O)N2CN(c3ccc(C)cc3)c3nc4ccccc4nc32)cc1	1%	0.7%	10	60	-0.2%[50 µM]	5.3%	4%	-1%	7%	9%
Cc1cc(C)c2c(-n3cccc3)c(C(=O)O)sc2n1	1%	0.6%	-0.9	69	-1.4%	2.1%	7%	-3%	15%	25%
Cc1ccccc1C1(CCN2CCCCC2)CCOC(C)(C)C1 (stereo not drawn)	-5%	-0.4%	0.4	49	5.8%	-0.1%	0%	3%	3%	44%
CS(=O)(=O)c1nc(S(=O)(=O)c2ccc(Cl)cc2)c(N2CCCCCC2)s1	-8%	-0.4%	6.9	48	0.2%	4.9%	6%	6%	6%	-10%
C[C@H](NC(=O)c1ccco1)C(=O)NCCc1ccc(S(N)(=O)=O)cc1	-14%	0.4%	0.0	50	-0.1%	0.3%	8%	7%	2%	5%
CC(CC(C)C(=O)N1CCOCCN(C(=O)C(C)CC(C)C(=O)O)CCOCC1)C(=O)O (stereo not drawn)	-5%	0.1%	4.1	66	0.1%	0.2%	21%	0%	6%	15%
O=C(NC1CCCCCC1)c1ccc(S(=O)(=O)NCc2ccco2)cc1	6%	0.2%	0.6	75	0.4%	0.8%	4%	-7%	10%	4%	NS5 inhibitors pilot replicate=-1.5
CCCOc1ccc(Br)cc1/C=N/O	-12%	0.3%	0.8	57	-0.7%	5.1%	3%	-4%	2%	-8%
COc1cc(OC)c(C(=O)NC23CC4CC(CC(C4)C2)C3)cc1OC	-5%	-0.8%	1.2	59	-0.9%	2.7%	4%	8%	7%	3%
CS(=O)(=O)N(CCC(=O)O)Cc1ccccc1	1%	0.0%	-1.0	67	-0.1%[50 µM]	0.9%	0%	2%	10%	2%
CC(C)(C)c1cc(C(=O)NCc2ccco2)ccn1	-6%	0.2%	-0.9	50	4.8%	-0.1%	7%	0%	8%	0%
CCOC(=O)C(C)OC(=O)C1=C(C)NC(=O)NC1c1ccc2c(c1)OCO2 (stereo not drawn)	-1%	-0.5%	0.5	47	0.3%	0.1%	-1%	0%	5%	17%
O=C(CCn1nnc2ccccc21)Nc1nnc(-c2ccccc2F)s1	-1%	-0.1%	0.0	70	1.0%	-1.0%	0%	4%	5%	16%	NS5 inhibitors pilot replicate=1.5
Cc1sc(-n2cccc2)c(C(=O)O)c1C	0%	nt	-0.4	82	1.1%	0.7%	23%	-3%	8%	2%
CCn1c(/C=C2\C(=O)N(C)c3ccccc32)nc2ccccc2c1=O	-5%	nt	4.7	76	-0.2%	6.5%	3%	0%	5%	-2%
CC(C)CCC1(C)NC(=O)N(CC(=O)c2ccc[nH]2)C1=O (stereo not drawn)	4%	nt	0.3	50	0.6%[50 µM]	1.3%	9%	nt	14%	nt
CCCC(=O)NNC(=O)c1ccoc1C	-3%	0.1%	4.7	42	0.3%	1.3%	6%	12%	6%	6%
CC(C)(C)C(=O)Nc1cc(C(F)(F)F)ccc1-n1ccnc1	-11%	0.1%	0.4	39	0.3%	0.0%	3%	-6%	5%	-12%
CCOC(=O)N1CCC(NC(=O)CN2C(=O)CSc3ncccc32)CC1	3%	-0.6%	-1.8	48	-1.0%	0.1%	2%	-3%	2%	0%
CC(NC(=O)c1cccnc1)c1ccc2c(c1)OCO2 (stereo not drawn)	2%	0.5%	1.8	76	4.6%	nt	-5%	2%	9%	0%
CCn1cc(CN2CCCC(C(=O)Nc3ccc(-c4nc5ccccc5[nH]4)cc3)C2)c(C)n1 (stereo not drawn)	1%	0.1%	1.8	47	0.4%	0.2%	7%	2%	11%	1%
COCCn1c(=NC(C)=O)sc2cc([N+](=O)[O-])ccc21	0%	0.7%	1.7	65	0.2%	1.6%	-1%	-2%	8%	0%
Cc1ccc(NC(=O)C2(c3ccccc3)CCCC2)nc1	-6%	-0.1%	-0.1	61	-2.2%	1.3%	nt	nt	3%	nt
COc1ccc(S(=O)(=O)Cc2ccc(C(=O)NC3CC3)o2)cc1	-5%	-0.4%	1.3	40	4.1%	-0.2%	-1%	1%	6%	-1%
COc1cc(/C=N/NC(=O)Cc2ccc(Br)cc2)cc(OC)c1O	-7%	0.0%	0.3	53	0.3%	4.1%	29%	0%	5%	-21%
Cc1ccc2c(c1)C1CN(C)CCC1N2C(=O)Nc1ccc(Cl)cc1 (stereo not drawn)	-8%	1.6%	nt	nt	-0.1%	nt	4%	1%	0%	-3%
COc1ccc(C(C#N)N2N=C(C)CC2(C)C)cc1OC (stereo not drawn)	2%	-0.1%	0.3	56	2.4%	0.1%	-3%	2%	7%	-8%
Cc1nc(CN(C)C(=O)c2cc(COc3c(F)cccc3F)on2)cs1	2%	-0.1%	-2.1	53	-0.1%	4.1%	nt	12%	-8%	-3%
Cc1nc(C(F)(F)F)ccc1C(=O)Nc1ccc2ccccc2n1	-8%	0.3%	nt	nt	2.7%[50 µM]	8.3%	3%	-1%	3%	-1%

Twelve consecutive records out of the list so far:
SMILES	NS5 inhibitors	West Nile virus CPE	NTR1 ag	NTR1 ag cell count 20 µM	K1F lysis inhibition	RSV CPE inhibition	SV40 large T antigen	Siah-1 displacement	MgcRacGAP inhibition	AID2073	others
COc1ccc(N2CC(C(=O)Nc3nc4ccc(F)cc4s3)CC2=O)c(OC)c1 (stereo not drawn)	2%	-0.1%	-1.6	53	-0.2%	3.3%	7%	-4%	11%	5%
CC(=O)Nc1ccc(S(=O)(=O)N2CN(c3ccc(C)cc3)c3nc4ccccc4nc32)cc1	1%	0.7%	10	60	-0.2%[50 µM]	5.3%	4%	-1%	7%	9%
Cc1cc(C)c2c(-n3cccc3)c(C(=O)O)sc2n1	1%	0.6%	-0.9	69	-1.4%	2.1%	7%	-3%	15%	25%
Cc1ccccc1C1(CCN2CCCCC2)CCOC(C)(C)C1 (stereo not drawn)	-5%	-0.4%	0.4	49	5.8%	-0.1%	0%	3%	3%	44%
CS(=O)(=O)c1nc(S(=O)(=O)c2ccc(Cl)cc2)c(N2CCCCCC2)s1	-8%	-0.4%	6.9	48	0.2%	4.9%	6%	6%	6%	-10%
C[C@H](NC(=O)c1ccco1)C(=O)NCCc1ccc(S(N)(=O)=O)cc1	-14%	0.4%	0.0	50	-0.1%	0.3%	8%	7%	2%	5%
CC(CC(C)C(=O)N1CCOCCN(C(=O)C(C)CC(C)C(=O)O)CCOCC1)C(=O)O (stereo not drawn)	-5%	0.1%	4.1	66	0.1%	0.2%	21%	0%	6%	15%
O=C(NC1CCCCCC1)c1ccc(S(=O)(=O)NCc2ccco2)cc1	6%	0.2%	0.6	75	0.4%	0.8%	4%	-7%	10%	4%	NS5 inhibitors pilot replicate=-1.5
CCCOc1ccc(Br)cc1/C=N/O	-12%	0.3%	0.8	57	-0.7%	5.1%	3%	-4%	2%	-8%
COc1cc(OC)c(C(=O)NC23CC4CC(CC(C4)C2)C3)cc1OC	-5%	-0.8%	1.2	59	-0.9%	2.7%	4%	8%	7%	3%
CS(=O)(=O)N(CCC(=O)O)Cc1ccccc1	1%	0.0%	-1.0	67	-0.1%[50 µM]	0.9%	0%	2%	10%	2%
CC(C)(C)c1cc(C(=O)NCc2ccco2)ccn1	-6%	0.2%	-0.9	50	4.8%	-0.1%	7%	0%	8%	0%

Carrying on.
SMILES	NS5 inhibitors	West Nile virus CPE	NTR1 ag	NTR1 ag cell count 20 µM	K1F lysis inhibition	RSV CPE inhibition	SV40 large T antigen	Siah-1 displacement	MgcRacGAP inhibition	AID2073	others
COc1ccc(CNC(=O)c2cc3c(=O)[nH]c4ccccc4c3n2C)cc1	-8%	0.1%	-0.2	30	-0.2%	2.3%	7%	2%	10%	8%
Brc1ccc2nc(-c3cccs3)c(NCC3CCCO3)n2c1 (stereo not drawn)	24%	-0.6%	1.8	42	0.6%	-1.4%	35%	-5%	?	-7%
O=C(O)C1CCCCC1C(=O)NCc1cn2ccccc2n1 (stereo not drawn)	-1%	0.1%	-1.5	68	1.2%	1.5%	10%	4%	-3%	3%
Nc1c(C(=O)Nc2ccc(S(=O)(=O)N3CCCC3)cc2)sc2nc3ccc(OC(F)(F)F)cc3cc12	14%	-0.7%	87*	72*	0.2%[50 µM]	?	6%	6%	-1%	31%
Cc1cc2nc(C)n3c4ccccc4nc3n2n1	-6%	0.4%	-0.6	54	2.0%	-0.7%	6%	2%	10%	11%
CN(C)/C=N/C(=S)Nc1ccccc1	-4%	1.3%	-0.6	37	-0.6%	-1.5%	0%	-2%	0%	-5%
OC(Cn1ccnc1)c1ccc(Cl)cc1Cl (stereo not drawn)	-6%	-0.4%	0.0	49	0.0%	7.3%	1%	4%	7%	-7%
CC(C)C(NC(=O)COc1ccc2ccccc2c1)C(=O)N/N=C/C=C/c1ccccc1 (stereo not drawn)	5%	3.2%	1.4	55	0.7%	1.0%	0%	-7%	-6%	-6%
COc1ccccc1NS(=O)(=O)c1cccc(C(=O)NNC(=O)c2ccc(O)c(Cl)c2)c1	-9%	nt	0.0	56	0.2%[50 µM]	0.1%	23%	nt	-2%	nt
COC(=O)c1ccc(NC(=S)N(Cc2cccnc2)Cc2ccco2)cc1	0%	-0.2%	2.3	46	0.0%	0.0%	11%	-1%	18%	-13%
Cc1cc(Nc2ccc(N3CCC(C)CC3)cc2)n2ncnc2n1	3%	-0.6%	1.8	54	0.3%	8.0%	12%	4%	9%	5%
Cc1cc(N2CCOCC2)nc(C(C)C)n1	6%	0.4%	-1.0	55	0.2%	0.3%	-7%	5%	8%	10%
COC(=O)c1cc(NC(=O)c2c(F)c(F)c(F)c(F)c2F)cc(C(=O)OC)c1	-4%	-0.5%	2.1	54	1.7%	5.6%	17%	-1%	7%	13%
C(=N\Nc1ccccc1)/c1ccc(N2CCOCC2)cc1	-6%	-0.7%	-0.3	53	2.8%	-0.2%	-12%	-1%	11%	8%
Cc1ccc(-c2nnn(CC(=O)N(Cc3cccs3)C(C(=O)NC(C)(C)C)c3ccc(C)o3)n2)o1 (stereo not drawn)	0%	-0.9%	0.9	77	-0.7%	1.5%	10%	7%	-5%	14%
